Assay outcomes as filed in PubChem.
TAAR1 agonist – human TAAR1 agonists, primary screen, Fluo-8 calcium fluorescence, CHO RD-HGA16 cells; Trace amine-associated receptor 1 (Homo sapiens), Q96RJ0; vehicle wells 0%, saturating PEA agonist 100%; activation, % at 3 µM; 360,000 tested, 0.99% active; AID 624467, 2012;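 active means activation above the mean activation of all test compounds in the run plus 3 SD, cut at about 38% in these data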
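System: CHO RD-HGA16 cells carrying human TAAR1 plus Gα16; Incubation: 17-24 h seeding, 75 min 37 °C dye, 30 min RT; Measured by: Fluo-8 fluorescence, 5 s baseline then 140 s kinetic read; Control set: DMSO and PEA EC100; Replication: single well for each compound.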
V1R ag counter – agonists of human V1a receptor, primary screen, counter-screen for OXTR agonist project, fluorescence, CHO-V1R cells; Fluo-8 calcium fluorescence, agonist mode; 0% DMSO, 100% 3 nM vasopressin; 320,000 tested, 0.25% active; activation, % at 3 µM; AID 2797, 2010; Vasopressin V1a receptor (Homo sapiens), P37288;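 active means activation above the mean activation of all tested compounds plus 3 SD, per screening run, cut at about 20% in these data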;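 further: signal is peak over basal fluorescence ratio across a 100 second FLIPR read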
TAAR1 antagonist – human TAAR1 antagonists, primary screen, Fluo-8 calcium fluorescence, CHO RD-HGA16 cells. inhibition, % at 3 µM. Trace amine-associated receptor 1 (Homo sapiens), Q96RJ0. 360,000 tested, 1.5% active. AID 624466, 2012. antagonist;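 active means inhibition above a per-plate cutoff, the mean inhibition of test compounds on that plate plus 3 SD, cut at about 49% in these data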;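 further: 0% = DMSO plus EC80 beta-PEA response and 100% = DMSO alone without agonist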
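Test system – hTAAR1-expressing CHO RD-HGA16 cells, Gα16-coupled · Reagent – β-PEA at EC80 concentration, post-compound challenge · Compound dosing – 3 µM, single point · Timing – 140 s kinetic read after compound, 140 s after agonist · Detection – Fluo-8 intracellular calcium dye fluorescence, real-time kinetic reads · Control set – DMSO and EC80 PEA controls · Repeats – n of 1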
CHO-K1 Ca PAM – nonselective calcium activators in parental CHO-K1 cells, primary screen, counter-screen for M1 PAM project, cell-based, Fluo-8 calcium fluorescence, full deck, 1536-well; ATP EC20; 0% at ATP EC20, 100% at ATP max; 360,000 tested, 0.02% active; AID 602247, 2012; activation, % at 3 µM;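 active means activation above the run cutoff, the mean activation of all test compounds plus 3 SD, cut at about 40% in these data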;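 further: peak over basal fluorescence ratio in a 140 s read after ATP addition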
M1 ag – human M1 muscarinic receptor agonists, primary screen, Fluo-8 calcium fluorescence, CHO-K1 cells, HTS. CHO-K1 hM1, agonist mode; 0% DMSO, 100% acetylcholine EC100. activation, % at 3 µM. 360,000 tested, 0.33% active;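 active means activation above the run's mean compound activation plus 3 SD, cut at about 16% in these data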;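 further: peak over basal fluorescence ratio within a 140 s kinetic read after compound addition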
Target sequence (P11229 whole entry, looked up): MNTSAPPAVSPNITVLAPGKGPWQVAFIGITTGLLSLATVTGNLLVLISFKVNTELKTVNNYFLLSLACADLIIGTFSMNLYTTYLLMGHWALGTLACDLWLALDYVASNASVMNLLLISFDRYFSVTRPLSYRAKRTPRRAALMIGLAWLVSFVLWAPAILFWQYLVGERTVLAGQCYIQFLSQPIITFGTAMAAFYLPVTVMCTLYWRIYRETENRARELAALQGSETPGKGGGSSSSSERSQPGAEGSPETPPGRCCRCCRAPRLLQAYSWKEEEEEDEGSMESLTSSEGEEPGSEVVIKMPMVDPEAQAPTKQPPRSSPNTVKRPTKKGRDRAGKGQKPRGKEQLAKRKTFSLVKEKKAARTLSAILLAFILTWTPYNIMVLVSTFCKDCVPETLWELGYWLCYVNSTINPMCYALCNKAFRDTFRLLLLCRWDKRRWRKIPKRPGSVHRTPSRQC
OXTR potentiator – human OXTR potentiators, primary screen, fluorescence, CHO-OTR cells, Fluo-8 calcium; Oxytocin receptor (Homo sapiens), P30559; Fluo-8 calcium fluorescence, potentiator mode; 0% = oxytocin EC15, 100% = EC100; activation, % at 3 µM; 320,000 tested, 0.061% active;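 active means activation above that plate's cutoff, the mean activation of tested compounds plus 3 SD, cut at about 6.6% in these data, passing the limit was not always enough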;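 further: 100% uses oxytocin at 75 nM as the full agonist control; some results filed as inactive read as strong as hits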
Target sequence (P30559 whole entry, looked up): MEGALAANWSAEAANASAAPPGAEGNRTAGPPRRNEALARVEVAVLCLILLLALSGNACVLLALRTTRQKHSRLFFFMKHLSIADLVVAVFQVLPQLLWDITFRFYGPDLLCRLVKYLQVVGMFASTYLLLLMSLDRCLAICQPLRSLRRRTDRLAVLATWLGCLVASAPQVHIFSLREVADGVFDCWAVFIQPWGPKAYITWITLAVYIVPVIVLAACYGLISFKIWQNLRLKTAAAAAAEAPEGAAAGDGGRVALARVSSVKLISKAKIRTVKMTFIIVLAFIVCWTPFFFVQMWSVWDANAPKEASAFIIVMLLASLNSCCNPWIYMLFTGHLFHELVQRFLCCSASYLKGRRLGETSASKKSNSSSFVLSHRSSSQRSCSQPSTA
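Measured by – Fluo-8 calcium dye fluorescence · Test system – human OTR in CHO cells · Dosing – one concentration, 3.0 µM compound · Controls – EC15 oxytocin alone as 0%, 75 nM oxytocin as 100% · Evaluation – normalized max/min fluorescence ratio, % activation · Timing – 6 min pre-incubation, 100 s read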
CHO parental Ca – ATP-evoked calcium signal inhibitors, parental CHO, primary screen, counter-screen for OX1R antagonist project, cell-based, fluorescence, Fluo-8 calcium dye; AID 463079, 2010; parental CHO-K1, ATP-induced calcium, Fluo-8 fluorescence; 330,000 tested, 0.63% active; inhibition, % at 5.6 µM;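 active means inhibition above that plate's mean sample inhibition plus 3 SD, cut at about 26% in these data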;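 further: 0% = ATP-challenged DMSO wells and 100% = DMSO wells without ATP; some compounds past the cut are filed as inactive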
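test system = CHO parental line | reagent = ATP stimulus | measured by = intracellular calcium via Fluo-8 no-wash fluorescent dye | control set = ATP and no-ATP DMSO wells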
M1 ag parental – counter-screen for M1 agonists: effect in parental CHO-K1 cells; 360,000 tested, 0.48% active; Fluo-8 calcium fluorescence; scaled to maximal ATP response, vehicle zero; activation, % at 3 µM; in the data active means activation above about 15%;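 further: untransfected CHO-K1 host cells lacking M1 receptor as counterscreen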
CHO-K1 Ca antag – nonselective inhibitor or artifact in parental CHO-K1 cells; inhibition, % at 3 µM; AID 602250; ATP-induced calcium, Fluo-8 fluorescence; 360,000 tested, 0.6% active;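 active means inhibition above a per-plate cutoff, the plate's mean sample inhibition plus 3 SD, cut at about 24% in these data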;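 further: 0% = DMSO plus EC80 ATP and 100% = DMSO alone without ATP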
* marks the source's active call; other numbers are inactive results; x = not tested or not shown.

mol	TAAR1 agonist	V1R ag counter	TAAR1 antagonist	CHO-K1 Ca PAM	M1 ag	OXTR potentiator	CHO parental Ca	M1 ag parental	CHO-K1 Ca antag
CCCCCCOc1ccc(N2C(=O)CC(N3CCN(CCN=CC4=C(O)CC(C)(C)CC4=O)CC3)C2=O)cc1 (configuration not stated)	1	1.1	18	18	0	-16	-3	2.0	-8
NC(Cc1ccc(Cl)cc1)c1csc(Nc2cc(NCCCO)ncn2)n1 (configuration not stated)	0	x	12	-8	-3	x	x	0.0	3
COc1ccc(O)c(CN2CCN(CCCc3ccccc3)C(CCO)C2)c1 (configuration not stated)	2	2.7	-2	6	-9	-19	-18	0.5	-8
O=C(Cc1ccc(NS(=O)(=O)c2ccc(Cl)c(Cl)c2)cc1)NCCN1CCOCC1	3	x	-15	11	-8	x	x	0.5	-5
CC(C)CCNC(=O)Cn1c2c(c(-c3ccccc3Cl)cc1=O)CCC2	-2	0.0	-11	17	-4	-3	-17	0.9	6
Cc1ccccc1-n1c(SCC(=O)c2c(N)n(C3CC3)c(=O)[nH]c2=O)nnc1N1CCOCC1	3	0.7	-7	4	2	1	-12	-0.2	6
COc1ccc(CNC(=O)C2(CC3CC(c4ccccc4)=NO3)CCNCC2)cc1 (configuration not stated)	3	-0.1	0	-15	-6	-6	-20	-0.1	6
C=C1CCN([C@H](C(=O)NCc2cc(OC)c(OC)c(OC)c2)C(C)C)S(=O)(=O)c2ccccc21	0	-0.4	25	24	-6	-3	-14	0.7	-7
CC1CCCC(NC(=O)Cn2cc([N+](=O)[O-])ccc2=O)C1C (configuration not stated)	2	0.1	-10	4	-3	3	-6	0.0	-1
CC(C)C[C@H](NC(=O)c1nc[nH]c1C(=O)NCC(=O)OC(C)(C)C)C(=O)OC(C)(C)C	-2	-1.7	-19	16	-4	-3	-26	-0.2	-10
Cc1cccc(N2CCN(c3nc4nonc4nc3N3CCSCC3)CC2)n1	5	-0.9	8	5	-11	-3	-40	0.1	-3
CC1(C)CC(=O)C(C=NCCc2ccc(O)cc2)=C(O)C1	66*	-0.4	32	9	-9	2	-7	-0.2	-6
CCOC(=O)NC(NC(=S)Nc1ccc(OCC)cc1)C(Cl)(Cl)Cl (configuration not stated)	4	1.7	-6	6	-10	-13	-7	0.9	-1
COc1ccccc1OCC(=O)Nc1ccc(N2CCCCC2)cc1	2	-0.6	-4	7	-5	-10	-11	1.5	-20
COc1cc(NC(=O)Cn2cnc3c(nc4n3CCCCC4)c2=O)cc(OC)c1OC	4	-1.1	-23	-13	-2	-20	-2	-0.3	-8
CCC(=O)Nc1nonc1-c1nc2ccccc2n1Cc1cccc2ccccc12	6	1.2	1	21	-5	-2	-6	0.9	-10
COc1ccc(Nc2nc(-c3cccs3)cs2)cc1	1	0.1	5	x	x	-16	-4	x	x
CN(Cc1ccc(Cl)cc1)C(=O)COC(=O)CSc1ccc([N+](=O)[O-])cc1	-2	2.9	7	0	-4	-11	-8	1.9	-10
CCOC(=O)N1CCN(C2CCCN(C(=O)c3ccccc3C(F)(F)F)C2)CC1 (configuration not stated)	2	x	9	2	-2	x	x	0.8	-15
COc1ccccc1N(C(=O)c1snc(C(N)=O)c1N)C(C(=O)NC1CCCC1)c1ccc(N(C)C)cc1 (configuration not stated)	0	0.3	-5	6	-2	-5	-2	0.0	-9
O=c1c2ccccc2nnn1CSc1nnc2ccccn12	5	0.5	-13	9	-3	0	-8	-0.1	-8
Cc1nc2c3ccccc3nc(NNC(=O)CCC(=O)NC3CCCC3)n2n1	0	0.2	4	17	-6	-1	-6	-0.2	6
Cc1nn(CC(O)COc2ccc3c(c2)CCC3)c(C)c1Br (configuration not stated)	8	-0.3	11	12	-4	-11	-16	0.2	4
CC(C)(C)OC(=O)N1CCC(C(=O)Nc2cccc(C(=O)N3CCCCC3)c2)CC1	2	x	8	-10	-7	x	x	1.1	5
Cn1ccc2c(/C=C/c3ccc(F)cc3)cc3c(c21)C1CCC3O1 (configuration not stated)	2	x	12	12	-6	x	x	0.4	7
CC(=O)Nc1nc(CCC(C)C)cc2c1c(=O)oc1ccccc12	5	1.5	-5	7	-4	-6	-20	0.0	-4
COc1ccc(NC(=O)N(C)C[C@@H]2Oc3ccc(NC(=O)NC(C)C)cc3CC(=O)N([C@H](C)CO)C[C@@H]2C)cc1	10	0.7	14	8	-3	-1	-1	0.2	-7
CCOc1cc(CNC2CCCC2)ccc1OCc1ccccc1Cl	16	1.6	-10	-9	-4	-7	-13	2.8	0
CCOC(=O)N1c2ccccc2Sc2ccccc21	0	-1.2	1	15	-11	-10	-13	-0.1	0
C[C@@H](C(=O)Nc1cc(C(F)(F)F)ccc1N1CCOCC1)N1C(=O)C2CC=CCC2C1=O (some centres not stated)	2	x	-4	9	-2	x	x	1.3	-17
CCOC(=O)N1CCC(=NNC(=O)COc2ccc(OC)cc2)CC1	1	-0.9	17	10	-9	-5	-8	0.0	-9
Cc1ccc(NC(=O)NC2=N/C(=C(/C#N)C(=O)N3CCCC3)c3ccccc32)cc1	4	3.3	15	-4	-2	3	-11	-0.2	2
O=C1Nc2ccc(Br)cc2C12OCCO2	5	-0.2	-11	12	-3	-5	-15	1.2	-8
COC(=O)C(CCSC)NC(=O)C12CC3CC(CC(C3)C1)C2 (configuration not stated)	0	2.2	-2	23	-1	-9	-5	0.8	-13
S=C(NCCc1ccccc1)Nc1ccc(Br)cn1	13	0.2	-9	-13	-4	-13	-18	-0.5	-13
COCCCn1c(=O)c2ccccc2n2c(=S)[nH]nc12	-1	0.6	-5	2	-2	-13	-1	0.4	-8
Cc1ccc(Oc2c(C=O)c3ccccc3n2C)cc1	-3	-1.2	1	6	-6	0	16	-0.3	-6
CN1C(=O)C(O)(C2COC(C)(C)CC2=O)c2ccccc21 (configuration not stated)	2	0.4	-19	9	0	-8	9	0.9	-7
CCOc1ccccc1N1CCN(C(=O)c2ccc3nc(N)sc3c2)CC1	28	1.9	-19	-8	7	-3	-13	0.1	2
CCC(=O)Nc1ccc2c(c1)ncn2-c1ccc(OC)cc1	0	0.9	7	8	-3	-5	-7	0.2	-2
N#C/C(=C\c1ccc(Cl)cc1)c1nc2ccccc2o1	1	-0.4	-17	15	-6	-14	-8	0.7	-13
CCCCC1OC23CCCCC2C(C#N)(C(=N)O3)C1(C#N)C#N (configuration not stated)	4	2.7	17	-3	0	-12	-19	0.5	7
COc1ccc(C(CNC(=O)c2ccc(C)c(S(=O)(=O)N3CCCCC3)c2)N(C)C)cc1OC (configuration not stated)	2	0.1	-21	0	-6	-1	-40	-0.1	-12
CC(=O)N1CCC(N(CCCOC(C)C)C(=O)Nc2ccc(C)c(C)c2)CC1	8	-0.2	7	17	-4	1	-15	0.3	-15
Cc1nn(-c2ccccc2)c(C)c1NC(=O)COC(=O)c1ccc(Cl)c(N)c1	17	1.6	72*	-9	0	4	-7	8.5	17
CCN=C1Cn2c(nc3scc(-c4ccccc4)c3c2=O)CN1CC	3	0.9	3	-3	-4	-3	-10	0.3	22
CCCC1=NCCn2cccc21	0	2.0	5	9	-4	-4	-3	0.8	-3
CC(c1ccccc1C(O)(c1ccccc1)c1ccccc1)N(C)C (configuration not stated)	114*	48*	74*	4	16	-21	30*	23*	6
Nc1c2c(nc3sc4c(c13)CCCC4)-c1ccccc1CC2	-3	-1.1	9	12	-8	-18	-10	-0.1	-7
O=C(COc1ccc2c3c(c(=O)oc2c1)CCCC3)NCc1ccncc1	8	-0.4	-13	19	-6	-11	-16	0.6	0

Continuation.
mol	TAAR1 agonist	V1R ag counter	TAAR1 antagonist	CHO-K1 Ca PAM	M1 ag	OXTR potentiator	CHO parental Ca	M1 ag parental	CHO-K1 Ca antag
CCOC(=O)CN1CC23C=CC(O2)C(C(=O)Nc2cc(OC)ccc2OC)C3C1=O (configuration not stated)	1	0.4	-1	15	-3	-1	-9	-0.2	-6
Cc1nc(CNS(=O)(=O)c2ccc3c(c2)OCCO3)cs1	8	2.3	-13	-13	4	-2	-8	0.7	12
COc1ccc(C(C(=O)NC2CCCCC2)N(C(=O)c2sc(C)nc2C)c2ccccc2C)cc1 (configuration not stated)	13	-0.8	45	19	-8	-8	-14	5.9	-7
CCOc1ccc(CN(C)C(=O)CNC(=O)C2CCCCC2)cc1	-4	-0.4	-8	-1	-1	0	-21	0.3	-11
CN(C)c1cc[n+](CC(=O)Nc2ccc(Oc3ccccc3)cc2)cc1	5	-0.3	10	4	-15	4	-7	0.0	4
Clc1ccc(-c2cc(CSc3cccc(Cl)c3)on2)cc1	3	0.6	-17	23	-4	-22	2	2.3	-18
COc1ccccc1NS(=O)(=O)c1ccc(NC(=O)c2ccncc2)cc1	5	11	13	-13	-1	-20	-1	2.2	17
COc1ccc(-n2c(SCC(=O)Nc3cc(C(=O)O)ccc3C)nc3ccccc3c2=O)cc1Cl	-1	-1.0	-33	15	-2	-5	12	6.0	4
O=C(c1cc(C2CC2)nn1-c1ccccc1)N1CCN(S(=O)(=O)c2ccc(F)cc2)CC1	0	x	7	16	-8	x	x	0.6	-11
O=C(Nc1cccnc1)c1cccc(-c2cc3ccccc3oc2=O)c1	1	-0.7	7	-1	-3	-11	-9	-0.4	8

Rewritten field by field: part of the list above.
COc1ccccc1OCC(=O)Nc1ccc(N2CCCCC2)cc1
  TAAR1 agonist: 2 | V1R ag counter: -0.6 | TAAR1 antagonist: -4 | CHO-K1 Ca PAM: 7 | M1 ag: -5 | OXTR potentiator: -10 | CHO parental Ca: -11 | M1 ag parental: 1.5 | CHO-K1 Ca antag: -20
COc1cc(NC(=O)Cn2cnc3c(nc4n3CCCCC4)c2=O)cc(OC)c1OC
  TAAR1 agonist: 4 | V1R ag counter: -1.1 | TAAR1 antagonist: -23 | CHO-K1 Ca PAM: -13 | M1 ag: -2 | OXTR potentiator: -20 | CHO parental Ca: -2 | M1 ag parental: -0.3 | CHO-K1 Ca antag: -8

No enrichment for hits (roughly 3.3% active in at least one column).
